# b-catenin transl: beta-catenin nuclear translocation modulation; HeLa beta-catenin nuclear translocation, immunofluorescence imaging; nuclear translocation activity, % at 5 µM; hit rate 0.3% among 190,000;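 active = nuclear translocation activity above 50% at 5 µM, with a well cell count of 50 or more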;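 also: per-cell ratio of nuclear to cytoplasmic median beta-catenin stain intensity; plate controls were DMSO negative control for no effect and GSK-3 inhibitor IX positive control for full effect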
#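 Test system: human HeLa cells, native beta-catenin. Compound dosing: 5 µM primary single dose, 0.1% DMSO, 0.02–20 µM confirmation series. Incubation: compound exposure 24 h at 37°C. Detection: beta-catenin immunostaining with DAPI counterstain, 20x imaging, 6 fields/well. Read-out basis: Nuclear/cytoplasmic beta-catenin signal ratio, % activation.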
# WT yeast gro inh: growth inhibition of WT yeast, mitochondrial fusion screen | mitochondrial fusion phenotypic screen, WT strain | inhibition, % at 10 µM | hit rate 2.1% among 190,000 | AID 1362; in the data active = inhibition above about 58%; tested in S. cerevisiae
# HEK293 NOD2/NF-kB: NOD2 signaling inhibitors, cell-based, luminescence, uHTS, HEK293 (AID 1566). HEK293 NOD2/NF-kB luciferase reporter, luminescence; higher % means a stronger effect. inhibition, % at 4 µM; hits with a dose series show EC50 in µM. hit rate 0.63% among 290,000; in the data active = inhibition above about 50%; also: many of its hits are not listed in these tables
# Dynein transport: dynein cargo transport inhibition | hit rate 0.47% among 220,000 | AID 1381 | z-score, hits read low | 3617.4 mouse cells, GR-EGFP nuclear translocation imaging; test concentration mostly 20 µM; stimulated with dexamethasone, 1 µM; stronger effect = lower value;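 active = plate z-score of nuclear minus cytoplasmic receptor signal below a set negative limit, without overly bright fluorescence or cell loss, cut at about -3.5 in these data, passing the limit was not always enough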;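 also: z-score of nuclear minus cytoplasmic ring GR-EGFP intensity difference per well; some compounds called inactive have numbers as strong as hits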
#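 Buffer or medium – tet-free medium with charcoal-stripped serum · Signal – automated 10x imaging of fixed Hoechst-stained cells · Also added – dexamethasone agonist, 1.0 µM final, for 30 min · Incubation – induction 48 h, compound 1 h, agonist 30 min · Read-out – GR-EGFP nuclear translocation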
# Yfh1-depleted yeast: mitochondrial function rescue without frataxin homolog – Friedreich's ataxia, plus single-dose screen, dose response (AID 1465); S. cerevisiae Yfh1-off respiration, WST-1 reduction, 72 h; higher fold induction means a stronger effect; fold induction at 50 µM, or EC50 in µM where a hit was titrated; hit rate 0.074% among 220,000;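 active = fold induction of absorbance versus untreated yeast above a set limit, then at least 30% activation at any dose in follow-up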;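 also: activators that raise dye reduction in frataxin-depleted yeast; strong numbers were not always called active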
# MT stabilizer: microtubule stabilizers in HeLa cells. HeLa tubulin immunostaining HCS, 24 h; share of cells brighter than vehicle mean+2SD. hit rate 0.83% among 200,000. AID 2205. % tubulin-high responders, % at 10 µM;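 active = plate Z-score above 3 for both tubulin-high and condensed-nucleus cell shares, with cell loss under 80%, at 10 µM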;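 also: anti alpha tubulin signal scored within the nucleus-defined area of each cell; some results filed as inactive read as strong as hits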
# Insulin prom up: MIN6 insulin promoter up-regulation. MIN6 insulin promoter-GFP reporter, high-content imaging; stronger effect = higher value. z-score at 5 µM. hit rate 0.3% among 190,000;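 active = z-score above 3 at 5 µM with at least 500 cells counted in the well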
# Autophagy mod: autophagy modulation, high-content screen; MEF GFP-LC3 puncta imaging; test concentration mostly 10 µM; calls only at 10 µM (by protocol); hit rate 0.98% among 190,000;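 active = percentage of spot-positive cells more than 3 SD above its plate mean, without a fluorescence outlier flag or 80% toxicity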;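 also: spot-positive cell cutoff set from DMSO-treated cells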
# Lipid droplet: hepatic lipid droplet formation modulation; hit rate 0.4% among 240,000; inhibition, % at 6.5 µM; AID 1656; AML12 mouse hepatocytes, oleate lipid droplets, BODIPY imaging;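 active = lipid droplet intensity inhibited by at least 50%, with more than 500 cells counted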
#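 Test system: AML12 mouse liver cells; schedule: overnight exposure; technique: high-content imaging of BODIPY-stained droplets and DAPI nuclei; read-out: % inhibition of corrected integrated BODIPY droplet signal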
# WT yeast gro inh mutant strain: second read-out of WT yeast gro inh, no call of its own (marks repeat the call); inhibition, %; mitochondrial fusion phenotypic screen, mutant strain inhibition
# Dynein transport cytoplasmic EGFP: recorded beside Dynein transport, whose call it bears; z-score; measured here: cytoplasmic GR-EGFP intensity; stronger effect = higher value
# Dynein transport nuclear GR-EGFP: second read-out of Dynein transport, no call of its own (marks repeat the call); z-score; measured here: nuclear GR-EGFP intensity;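 lower value marks the stronger effect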
# Dynein transport cell count: further read-out of Dynein transport, marked with its call; z-score; measured here: cell count per field
# Insulin prom up cell count: further read-out of Insulin prom up, marked with its call; cell count; measured here: cytotoxicity, nuclei count;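 total cells summed across four imaged fields per well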
# Lipid droplet cells 6.5 µM: recorded beside Lipid droplet, whose call it bears; cell count; measured here: cell count, cytotoxicity flag;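 cells counted across two imaged fields per well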
# b-catenin transl cell count 5 µM: further read-out of b-catenin transl, marked with its call; cell count; measured here: cell count, cytotoxicity flag
# MT stabilizer Hoechst-high %: further read-out of MT stabilizer, marked with its call; % Hoechst-high responders; measured here: nuclear condensation Hoechst responders;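 share of cells brighter than vehicle mean plus two SD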
# MT stabilizer cytotoxicity %: second read-out of MT stabilizer, no call of its own (marks repeat the call); toxicity, %; measured here: cytotoxicity by cell density;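 0% = mean cell density of plate MIN control wells and 100% = no cells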
# Autophagy mod cell loss 18 h: recorded beside Autophagy mod, whose call it bears; toxicity, %; measured here: cell loss, nuclei count;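 cell loss after 18 h compound exposure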
# The depositor's hits bear a star; i = inactive; . = not tested or not shown. These rows are one share of the data (hit frequency here may not be typical).
SMILES,b-catenin transl,b-catenin transl cell count 5 µM,WT yeast gro inh,WT yeast gro inh mutant strain,HEK293 NOD2/NF-kB,Dynein transport,Dynein transport cytoplasmic EGFP,Dynein transport nuclear GR-EGFP,Dynein transport cell count,Yfh1-depleted yeast,MT stabilizer,MT stabilizer Hoechst-high %,MT stabilizer cytotoxicity %,Insulin prom up,Insulin prom up cell count,Autophagy mod,Autophagy mod cell loss 18 h,Lipid droplet,Lipid droplet cells 6.5 µM
COC(=O)C(Cc1ccc(OC(=O)c2ccccc2Cl)cc1)N1Cc2ccccc2C1=O (stereo not drawn),0.8,1356,10,3,-35%,-0.2,-0.22,-0.28,0.71,i,2.5,1.3,10,-0.89,1140,i,-10,.,.
O=C(Nc1nnc(SCc2ccccc2)s1)c1cccs1,.,.,15,24,-56%,-1,-0.29,-0.26,1.3,i,2.1,3.5,12,-0.78,1191,i,-1,2,730
CN(Cc1ccccc1)C(=O)COC(=O)c1cc(NS(=O)(=O)c2cccs2)ccc1O,-4.8,1084,8,-13,28%,3.4,-0.29,1.9,-0.78,i,11,1.7,2.3,-1.4,1211,i,12,-14,715
Cc1nc2ccccn2c1C(=O)NC1CCCc2ccccc21 (stereo not drawn),-0.7,853,11,20,39%,-1.1,-0.3,-0.43,1.1,i,3.8,2.6,7.4,-0.69,897,i,-6,-13,702
OCC1(Cc2ccccc2)CCN(Cc2cc3ccccc3o2)CC1,2.3,908,24,36,3%,-1.1,-0.26,-0.7,1,i,2.7,2.1,8.2,-0.42,1466,i,16,6,769
COc1ccc(CCNC(=O)C2CCN(C(=O)c3ccc([N+](=O)[O-])cc3)CC2)cc1,-5.0,1091,1,-7,-8%,-0.1,-0.29,0.72,-0.58,i,1.3,1.5,1.3,-0.7,1632,i,-4,17,691
c1ccc(-c2csc(N3CCCCCC3)n2)cc1,-0.9,1035,6,12,-14%,0.26,-0.19,0.31,0.83,i,2.0,1.5,4.0,.,.,i,-4,-2,657
Cc1ccc2c(n1)sc1c(-c3ccc(Br)cc3)c(C#N)c(N)nc12,5.1,1286,-15,-15,12%,0.4,-0.15,-0.17,0.19,i,3.4,2.1,2.2,-0.6,1539,i,-23,.,.
CN(C)c1ccc(C(=S)N2CCNCC2)cc1,-0.3,511,0,5,-7%,0.16,-0.27,-0.16,-0.34,i,4.8,3.0,6.2,1.4,1241,i,0,29,616
COc1ccc(-c2nc(SCC(=O)Nc3cc(C)on3)n[nH]2)cc1,-0.9,1196,17,24,0%,0.00088,-0.15,0.079,0.42,i,2.4,2.3,10.0,0.67,951,i,-3,-3,768
CCOC(=O)N1CCN(S(=O)(=O)c2ccc(OCC)c3ccccc23)CC1,2.6,741,-11,16,10%,-0.58,-0.41,-0.0041,0.031,i,4.1,1.1,2.2,-1.2,917,i,9,.,.
Cc1ccc(CN2C(=O)CCC2C(=O)NCCCN2CCCC(C)C2)cc1 (stereo not drawn),.,.,2,-22,3%,-1,-0.26,-0.29,0.75,i,1.9,0.1,20,1,1146,i,4,14,750
CCn1cc(C(=O)NCc2ccco2)c(=O)c2cc(S(=O)(=O)N3CC(C)CC(C)C3)ccc21 (stereo not drawn),-5.7,605,2,22,31%,-0.42,-0.19,-0.11,0.29,i,2.4,1.3,4.2,-0.53,1064,i,8,.,.
CC(C)CCN(CCC(C)C)C/C(O)=C(\C#N)c1nc(-c2ccccc2)cs1,.,.,-3,-7,0%,-0.66,-0.23,-0.31,0.87,i,1.6,1.4,4.5,0.36,857,i,3,16,811
COCC(C)N=C1NN=C(c2c[nH]c3ccccc23)CS1 (stereo not drawn),.,.,-12,-1,-22%,-1.2,-0.29,-1,1.8,i,1.9,2.9,4.5,0.07,1101,i,12,-3,668
O=[N+]([O-])c1cc(S(=O)(=O)N2CCCC2)ccc1N/N=C/c1cccnc1,-0.5,1170,-11,-4,14%,-0.11,1.4,0.56,0.33,i,2.2,1.4,4.4,-0.12,1442,i,2,-14,618
Cc1cc(N(CCO)CCO)nc(-n2nc(C)cc2C)n1,0.3,728,-6,-5,13%,-1.4,-0.2,-0.58,-0.02,i,1.3,0.8,1.0,-0.3,1034,i,1,.,.
CCc1cc(=O)oc2cc(C)c(CN3CCCCC3)c(O)c12,2.2,1079,8,16,21%,-0.87,-0.17,-0.2,-0.072,i,5.5,3.2,7.9,-0.95,1113,i,-9,.,.
COc1ccc(NC(=S)Nc2ccc3snnc3c2)cc1,-0.7,981,-2,-4,-22%,-0.049,-0.24,0.025,1.4,i,1.1,0.8,6.1,0.23,1381,i,0,-3,715
CC(C)(C)c1[nH]nc2c1C(c1ccoc1)C(C#N)=C(N)O2 (stereo not drawn),4.8,933,-24,-11,-1%,0.63,-0.23,0.17,0.61,i,0.9,1.8,5.2,2.9,843,i,-2,-30,696
COc1cccc(NC(=O)c2csc3c2CCCC3)c1,0.8,1460,17,28,-90%,-0.52,-0.3,0.23,0.54,i,3.7,3.2,8.2,-0.47,1361,i,5,-1,691
O=[N+]([O-])c1ccccc1NCCOc1ccccc1,0.8,964,13,-11,-62%,-0.28,-0.33,-0.47,0.29,i,3.7,1.5,4.0,0.17,1323,i,1,13,617
Cn1c(CCNC(=O)C2CCCCC2)nc2cc([N+](=O)[O-])ccc21,-1.0,1588,9,-3,10%,0.17,-0.31,0.76,0.15,i,7.4,2.5,2.7,0.05,1404,i,13,-1,650
Nn1c(Cc2cccc3ccccc23)nnc1SCc1ccc(Cl)c(Cl)c1,.,.,53,22,-11%,-0.66,-0.26,0.33,0.9,i,3.8,2.9,9.7,1.3,1101,i,-6,-18,678
O=C1CC(c2ccccc2)CC(=O)N1c1ccccc1,-0.2,1314,.,.,2%,-0.55,-0.27,-0.5,1,i,.,.,.,-0.67,1339,.,.,.,.
COCCn1cnc2c1c(=O)n(CC(=O)c1ccc3c(c1)OCCO3)c(=O)n2Cc1ccccc1,0.1,1241,.,.,-5%,-0.6,-0.25,0.28,0.3,i,.,.,.,0.3,1055,.,.,18,751
CC(C)Cn1c(NCCO)nc2ccccc21,-7.1,1096,-7,7,16%,-0.69,-0.16,-0.051,0.16,i,1.3,1.0,5.9,.,.,i,-16,-7,794
NS(=O)(=O)c1ccc(C(=O)O)cc1,-0.1,547,-4,-15,20%,0.23,-0.27,0.31,0.55,i,3.9,2.0,6.5,.,.,i,15,-4,735
CCC1=NN(C(=O)CCc2ccc3c(c2)OCO3)C(O)(C(F)(F)F)C1 (stereo not drawn),-2.0,1097,-2,-9,2%,-0.27,-0.36,0.085,0.56,i,1.7,1.4,3.3,-0.37,1404,i,2,10,657
CC1(C)CC2(CCO1)OC(=O)CC2C(=O)Nc1ccc(Br)cc1 (stereo not drawn),-4.5,1173,.,.,30%,0.69,-0.3,-0.026,-0.16,i,.,.,.,-0.26,1446,.,.,0,612
Cc1cc(OCC(=O)Nn2cnnc2)ccc1Br,-0.7,1127,-8,-5,4%,-0.98,-0.2,-0.27,0.24,i,4.4,2.2,6.0,0.84,986,i,2,.,.
CCN(CC)S(=O)(=O)c1ccc2c(c1)nc(CCC(=O)Nc1ccccc1Cc1ccccc1)n2CC,0.4,1172,-1,0,10%,0.11,0.18,0.51,-0.22,i,2.3,2.0,5.8,0.64,834,i,-1,-3,755
Cc1cc(C)c2cc(CN(CCO)C(=O)Nc3ccc(F)cc3)c(=O)[nH]c2c1,.,.,20,16,16%,0.19,-0.27,0.32,0.2,i,0.8,1.9,7.2,.,.,i,0,17,739
COc1ccc2[nH]c(=O)c(C(c3nnnn3CC3CCCO3)N3CCc4ccccc4C3)cc2c1 (stereo not drawn),0.8,1146,10,7,9%,-0.92,-0.21,-0.33,1.1,i,2.1,2.0,4.5,-0.17,1254,i,-1,.,.
c1ccc2c(c1)CCN(c1nc(CN3CCOCC3)nc3sc4c(c13)CCCC4)C2,-4.3,599,46,15,15%,0.31,-0.16,0.24,-0.69,i,1.9,4.1,14,-0.39,1289,i,20,4,678
COc1ccc(CCNC(=O)c2cnn3c(C(F)F)cc(C)nc23)cc1OC,.,.,-14,-7,15%,-0.31,-0.23,0.092,0.23,i,3.5,3.9,8.2,-0.65,1021,i,8,.,.
CCOC(=O)C1CCCN(C(=O)c2cc3nc(-c4cccc(OC)c4)cc(C(F)(F)F)n3n2)C1 (stereo not drawn),.,.,31,28,5%,2.2,0.05,1.6,-1.6,i,2.3,2.7,11,-0.68,1178,i,6,-6,615
CNC(=O)Nc1ccccc1C(=O)NCc1ccccc1,-4.1,1051,10,-1,-2%,1,-0.15,0.24,-1.1,i,1.8,1.2,1.0,0.85,1370,i,-2,.,.

# Another view of some results above.
# Results follow in this order: b-catenin transl	b-catenin transl cell count 5 µM	WT yeast gro inh	WT yeast gro inh mutant strain	HEK293 NOD2/NF-kB	Dynein transport	Dynein transport cytoplasmic EGFP	Dynein transport nuclear GR-EGFP	Dynein transport cell count	Yfh1-depleted yeast	MT stabilizer	MT stabilizer Hoechst-high %	MT stabilizer cytotoxicity %	Insulin prom up	Insulin prom up cell count	Autophagy mod	Autophagy mod cell loss 18 h	Lipid droplet	Lipid droplet cells 6.5 µM
> O=[N+]([O-])c1ccccc1NCCOc1ccccc1
  0.8	964	13	-11	-62%	-0.28	-0.33	-0.47	0.29	i	3.7	1.5	4.0	0.17	1323	i	1	13	617
> Cn1c(CCNC(=O)C2CCCCC2)nc2cc([N+](=O)[O-])ccc21
  -1.0	1588	9	-3	10%	0.17	-0.31	0.76	0.15	i	7.4	2.5	2.7	0.05	1404	i	13	-1	650
